Avidin bead fluor: compound fluoresces at 488/530 nm on avidin beads; compound fluorescence 488/530 nm, flow cytometry; stronger effect = higher value; fluorescence (KMESF) at 10 µM; 0.38% of 220,000 active; in the data active = fluorescence above about 47; note: inactives centre near 10
Mcl1 Bid PPI: Mcl-1/Bid interaction inhibition. AID 1021. TR-FRET Mcl-1/Bid-Dy647 peptide binding, 1536-well. inhibition, % at 21.7 µM. 0.97% of 220,000 active. Q07820;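 active = compounds that cut the binding signal by more than half at the single screening dose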;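 note: His-tagged Mcl-1 with europium anti-His antibody binding Bid BH3 peptide; 0% = Mcl-1 plus peptide wells and 100% = peptide-only wells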
Target sequence (Q07820 whole entry, looked up): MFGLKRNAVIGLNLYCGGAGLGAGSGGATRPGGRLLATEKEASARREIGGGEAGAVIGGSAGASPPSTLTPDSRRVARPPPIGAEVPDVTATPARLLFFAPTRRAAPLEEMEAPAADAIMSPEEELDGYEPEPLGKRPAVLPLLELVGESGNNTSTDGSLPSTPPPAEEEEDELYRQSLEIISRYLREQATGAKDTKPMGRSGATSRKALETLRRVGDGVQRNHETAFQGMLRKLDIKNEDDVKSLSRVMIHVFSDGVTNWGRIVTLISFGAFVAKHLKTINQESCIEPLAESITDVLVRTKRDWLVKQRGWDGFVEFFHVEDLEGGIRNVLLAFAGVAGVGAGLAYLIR
GSH bead fluor: compound fluoresces at 488/530 nm on GSH beads; GSH beads flow cytometry, compound fluorescence 488/530 nm; stronger effect = higher value; fluorescence (KMESF) at 10 µM; 0.25% of 190,000 active; in the data active = fluorescence above about 89;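 note: glutathione beads carrying GST-tagged Bcl family fusion proteins plus one bare bead set; values are compound well signal with DMSO vehicle wells as background; inactives centre near 16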
RGS7-Gao reg: regulators of human RGS7-Galphao interaction; P09471; Multiplexed bead flow cytometry, RGS7-Galphao binding; actives lie on both sides; binding response (% of control), % at 10 µM; 0.35% of 220,000 active; AID 1439; in the data active = binding response below about 49% or above about 150%; inconclusive = no clear call, values can overlap the other calls; inactive = in between;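 note: fluorescent Galphao held in activated GDP-AlF4 state binding bead-coupled RGS7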
Target sequence (P09471 whole entry, looked up): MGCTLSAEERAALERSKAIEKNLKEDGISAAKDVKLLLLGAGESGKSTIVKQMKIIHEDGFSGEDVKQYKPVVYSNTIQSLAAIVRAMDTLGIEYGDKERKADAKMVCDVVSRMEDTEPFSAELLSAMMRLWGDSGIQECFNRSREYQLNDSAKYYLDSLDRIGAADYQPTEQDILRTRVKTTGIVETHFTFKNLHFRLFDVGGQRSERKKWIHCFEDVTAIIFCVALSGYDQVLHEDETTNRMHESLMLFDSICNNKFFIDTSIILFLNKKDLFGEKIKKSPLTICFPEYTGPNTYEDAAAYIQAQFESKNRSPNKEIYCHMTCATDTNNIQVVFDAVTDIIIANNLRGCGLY
ABCB1 inh: inhibitors of human ABCB1 transporter, ABCG2 counter-screen; P08183; CCRF-Adr cells, JC-1 efflux, flow cytometry; inhibition, % at 6.6 µM; 0.067% of 190,000 active; in the data active = inhibition above about 40%;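 note: 0% = vehicle and 100% = reference inhibitor; higher value means more JC-1 retained so stronger ABCB1 efflux block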
Pf gamet viab: kills late stage P. falciparum gametocytes; P. falciparum stage V gametocytes, ATP luminescence, 24 h; inhibition, % at 10.9 µM; 0.065% of 150,000 active; AID 743093;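 active = inhibition above the mean plus 3 SD of compounds within the control limits, set per campaign, cut at about 38% in these data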;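 note: 0% = DMSO wells and 100% = medium only without gametocytes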
Mcl-1 Bim block: disrupts Bim peptide binding to human Mcl-1. Q07820. Bead-based flow cytometry, Bim peptide-Mcl-1 binding. inhibition, % at 10 µM. 0.1% of 190,000 active. AID 1009; in the data active = inhibition above about 40%;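 note: 0% = no compound tracer wells and 100% = peptide blocker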
RGS8-Gao: modulates binding of RGS8 to human Galphao; 0.34% of 220,000 active; response (percent of control binding), % at 10 µM; multiplexed bead flow cytometry; actives lie on both sides; P09471; in the data active = response below about 60% or above about 140%; inactive = in between;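 note: Galphao activated as the GDP aluminium fluoride complex binding bead-coupled RGS8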
Mcl1-Noxa inh: disrupts binding of human Mcl-1 to Noxa peptide; Q07820; TR-FRET Mcl-1/Noxa peptide binding, 2 h; inhibition, % at 21.7 µM; 1.5% of 220,000 active; AID 1022;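 active = compounds that cut the protein-peptide binding signal by more than 50% relative to plate controls in a single-dose test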;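 note: His-tagged Mcl-1 with rhodamine Noxa BH3 peptide and terbium anti-His antibody; 0% = Mcl-1 plus Noxa peptide wells and 100% = peptide-only wells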
ABCG2 inh: human ABCG2 inhibition, ABCB1 as counter-screen; Q9UNQ0; IgMXP3 cells, JC-1 efflux, flow cytometry; inhibition, % at 6.6 µM; 0.1% of 190,000 active; AID 1325;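 active = inhibition above 80%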;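 note: 0% = DMSO and 100% = nicardipine control wells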
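Test system: IgMXP3 (ABCG2) plus far-red-tagged CCRF-Adr (ABCB1) cells. Reagent: JC-1 dye as substrate. Timing: 10 min exposure at 25 °C with rotation, no wash. Measured by: flow cytometric JC-1 green MFI at 530 nm. Read-out: percent efflux inhibition, scaled nicardipine 100% to DMSO 0%. Control set: nicardipine and DMSO wells.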
RGS4-Gao reg: human RGS4-Galphao interaction regulation. P09471. Multiplexed bead flow cytometry, RGS4-Galphao binding; actives lie on both sides. binding response (% of control), % at 10 µM. 0.33% of 220,000 active. AID 1415; in the data active = binding response below about 49% or above about 150%; inactive = in between;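 note: fluorescent Galphao activated with aluminum fluoride binding bead-coupled RGS4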
Active calls of the source: *; ? = inconclusive; / = not tested or not shown; & = joins results of further samples.

Sample of the layout:
smiles	Avidin bead fluor	Mcl1 Bid PPI	GSH bead fluor	RGS7-Gao reg	ABCB1 inh	Pf gamet viab	Mcl-1 Bim block	RGS8-Gao	Mcl1-Noxa inh	ABCG2 inh	RGS4-Gao reg
Cc1ccc(OCC(=O)N2CCc3ccccc32)c([N+](=O)[O-])n1	8	-32	10	99	1.0	-18	0	103	-8	12	100
C/C(Cn1nc([N+](=O)[O-])cc1C)=N\NC(=O)c1ccc(O)cc1O	13	-107	15	95	-0.3	13	0	101	15	0	87
O=C(COc1cccc(Cl)c1)Nc1nc(-c2ccc(S(=O)(=O)N3CCOCC3)cc2)cs1	19	-11	17	102	-0.5	3	-6	99	-33	-1	99
Cc1cccc(/C=C2\CCC(C3CCCC3)C2=O)c1 (stereo not given)	4	-11	8	100	0.2	-26	-4	100	17	7	101

The list itself, repeating the preview:
smiles	Avidin bead fluor	Mcl1 Bid PPI	GSH bead fluor	RGS7-Gao reg	ABCB1 inh	Pf gamet viab	Mcl-1 Bim block	RGS8-Gao	Mcl1-Noxa inh	ABCG2 inh	RGS4-Gao reg
Cc1ccc(OCC(=O)N2CCc3ccccc32)c([N+](=O)[O-])n1	8	-32	10	99	1.0	-18	0	103	-8	12	100
C/C(Cn1nc([N+](=O)[O-])cc1C)=N\NC(=O)c1ccc(O)cc1O	13	-107	15	95	-0.3	13	0	101	15	0	87
O=C(COc1cccc(Cl)c1)Nc1nc(-c2ccc(S(=O)(=O)N3CCOCC3)cc2)cs1	19	-11	17	102	-0.5	3	-6	99	-33	-1	99
Cc1cccc(/C=C2\CCC(C3CCCC3)C2=O)c1 (stereo not given)	4	-11	8	100	0.2	-26	-4	100	17	7	101
Cc1ccc(-n2c(-c3c(-c4ccccc4)noc3C)n[nH]c2=S)cc1	18	-9	30	99	4.5	/	-9	97	14	41	96
C/C(=N\NC(=O)CNc1cccc2ccccc12)c1ccc(Br)s1	17	-28	14	97	0.0	/	0	91	3	3	84
Nc1[nH]nc2nc(N3CCOCC3)nc(-c3ccccc3)c12	27	-5	23	101	0.4	/	0	99	6	8	105
CN(CCCOc1ccccc1Br)Cc1ccccc1	6	-35	0	94	56*	-10	30	98	-4	0	100
Cc1cc(-c2ccc(Cl)cc2)n2nc(N)nc2n1	37	13	11	98	0.1	-3	-1	104	18	1	104
CC(OC(=O)c1cc2sccc2n1C)C(=O)NCc1cccs1 (stereo not given)	7	6	16	104	1.1	/	-1	102	23	5	99
CCOC(=O)/C(=C/c1c2ccccc2cc2ccccc12)NC(=O)c1ccccc1	11	-33	28	103	1.0	/	-4	103	/	3	105
Cc1cccc(N2CCN(C(=O)COc3cccc4c3OC(C)(C)C4)CC2)c1C	11	-13	12	100	1.3	-3	-7	102	11	15	99
Cc1cccc(C(=O)NC(=S)N2CCN(C(=S)NC(=O)c3cccc(C)c3)CC2)c1	13	-53	7	100	-0.5	9	-7	97	6	-10	94
Fc1ccc(C2=Nn3c(nnc3-c3ccco3)SC2)cc1	7	-4	/	?	/	-2	/	101	6	/	102
CCCNc1nc2ccccc2c(=O)[nH]1	10	-29	27	96	0.3	/	-2	99	2	3	97

An excerpt of these results, with two lines to a compound:
Each structure is followed by: Avidin bead fluor, Mcl1 Bid PPI, GSH bead fluor, RGS7-Gao reg, ABCB1 inh, Pf gamet viab, Mcl-1 Bim block, RGS8-Gao, Mcl1-Noxa inh, ABCG2 inh, RGS4-Gao reg
> CC(OC(=O)c1cc2sccc2n1C)C(=O)NCc1cccs1 (stereo not given)
  7, 6, 16, 104, 1.1, /, -1, 102, 23, 5, 99
> CCOC(=O)/C(=C/c1c2ccccc2cc2ccccc12)NC(=O)c1ccccc1
  11, -33, 28, 103, 1.0, /, -4, 103, /, 3, 105
> Cc1cccc(N2CCN(C(=O)COc3cccc4c3OC(C)(C)C4)CC2)c1C
  11, -13, 12, 100, 1.3, -3, -7, 102, 11, 15, 99

(cont.)
smiles	Avidin bead fluor	Mcl1 Bid PPI	GSH bead fluor	RGS7-Gao reg	ABCB1 inh	Pf gamet viab	Mcl-1 Bim block	RGS8-Gao	Mcl1-Noxa inh	ABCG2 inh	RGS4-Gao reg
COc1ccc(CCNS(=O)(=O)c2ccc(C(=O)NCc3ccco3)cc2)cc1OC	9	-22	25	93	0.7	/	0	97	7	1	94
CCOc1ccc(C(=O)NCC(=O)OC2CCOC2=O)cc1OCC (stereo not given)	10	-24	7	99	0.0	10	3	101	-2	0	99
CCOc1ccc(OCC)c(C2C(C#N)=C(N)N(c3cccnc3)C3=C2C(=O)CC(C)(C)C3)c1 (stereo not given)	8	-111	7	95	-0.2	/	1	95	-42	-1	94
COCCNC(=O)CCSCc1ccccc1F	4	-3	44	102	0.2	/	0	101	-10	1	100
O=C(CN1CCCCC1)NC(=O)NCc1ccccc1	2	-15	7	101	0.2	18	-4	104	8	0	103
CCCC1=C(C(=O)OCC)C(c2ccc(OC)c(C)c2OC)C(C#N)=C(N)O1 (stereo not given)	7	-1	22	105	1.3	-72	0	99	33	3	100
COc1ccc(NC(=O)Nc2c(C)n(-c3ccccc3)c(=O)n2C)cc1OC	10	-33	28	101	0.5	/	-2	102	6	6	97
Cn1nc(C(=O)Nc2cccc(C(F)(F)F)c2)c2ccccc2c1=O	8	15	17	100	1.0	-2	3	102	9	3	105
COc1ccc(/C=C/C(=O)NC(=S)Nc2ccc(N3CCN(C(C)=O)CC3)cc2)cc1	/	-6	/	?	/	-7	/	100	25	/	100
CC1CCCC(NC(=O)COC(=O)c2c[nH]c(=O)[nH]c2=O)C1C (stereo not given)	8	-8	31	100	-0.1	/	0	100	-2	0	98
Cc1cccc(C(=O)N2CCC(n3nnc4cc(F)ccc43)CC2)c1	11	3	31	100	1.3	28	-2	97	10	8	100
CC(C)(C)C(=O)NNC(=O)c1ccc(Oc2cc(Cl)cc(Cl)c2)o1	8	1	/	?	/	15	/	104	-4	/	106
CCOC(=O)c1sc2nc3c(SCCC(=O)O)cc(C(=O)c4cc(OC)ccc4O)cn3c(=O)c2c1C	11	85*	17	98	-1.2	-1	0	101	87*	-4	102
COc1cccc(NC(=O)NC2CCCc3ccccc32)c1 (stereo not given)	6	-43	15	99	0.6	-13	0	101	13	3	97
Cc1ccc2nc(Nc3ccccc3)c(/C=N/O)c(=O)n2c1	5	-13	22	103	0.3	9	3	100	16	2	102
CC1(C(=O)Nc2nnc(C(C)(C)C)s2)Cc2ccccc2C(=O)O1 (stereo not given)	27	4	15	96	0.7	/	-2	102	-6	3	99
O=C(Cn1nnc2c(cnn2-c2ccc(F)cc2)c1=O)OC1CCCCC1	11	-29	25	98	0.3	/	-4	98	3	6	101
CN(C)CC(C)(C)CNS(=O)(=O)c1ccc(Cl)c(Cl)c1	13&10	3&18	12&34	96&106	0.8&0.5	13	-3&5	102&104	6&19	4&7	103&107
CC1(C)Cc2ccccc2C(c2cc3ccccc3oc2=O)=N1	20	-8	15	93	0.6	/	-3	98	-6	1	98
CCCS(=O)(=O)N1CCC(C(=O)NCc2ccc3c(c2)OCO3)CC1	23	-15	7	98	0.3	-18	-2	101	-12	3	98
O=c1[nH]c(=O)n(-c2ccccc2)c2c1C(C(F)(F)F)(C(F)(F)F)N=C(CCC1CCCCC1)N2	2	-42	6	98	-0.4	-2	-3	99	7	-1	95
N#C/C(=C\c1cn(-c2ccccc2)nc1-c1ccccc1)S(=O)(=O)c1ccccc1	11	0	12	105	-0.4	5	-6	101	-13	-2	104
Cc1cc(C(=O)CN2C(=O)C(=O)N(Cc3ccccc3)C2=O)c(C)n1CC1COc2ccccc2O1 (stereo not given)	9	-8	65	98	1.9	6	-3	100	7	17	101
COc1cccc(C(=O)NCC(c2cccnc2)N2CCN(c3ccccc3OC)CC2)c1 (stereo not given)	18	-10	13	109	0.7	/	1	109	-1	2	110
NC(=O)N/N=C/c1c(F)c(F)c(F)c(F)c1F	9	-11	14	98	-0.1	/	2	101	7	3	99
CCOc1ncccc1C(=O)NCc1cccc(OC)c1	16	-8	10	101	-0.1	/	-4	104	10	3	105
Nc1nc2ccc(Cl)cc2c2nc(-c3ccco3)nn12	8	49	62	99	/	/	2	101	-63	6	98
Cc1ccn(CCC(=O)N2CCCC(CCC(=O)NCc3ccc(F)c(F)c3)C2)n1 (stereo not given)	4	-6	18	102	-0.2	-26	-2	99	4	1	103
Cc1ccc(NC(=O)c2cc(N(C)C)ccc2[P+](=O)O)cc1	11	-55	8	104	0.2	-1	6	103	16	2	105
Cc1cccc(-n2nnnc2-c2cnccc2C(F)(F)F)c1C	6	-11	/	?	/	32	/	95	14	/	99
NC(=O)Nn1c(CCC(=O)O)ccc1-c1ccc(Br)cc1	34	1	22	103	1.3	/	0	100	11	-2	100
O=c1[nH]cnc(O)c1C(c1ccc(Br)cc1)c1c(O)nc[nH]c1=O	9	19	/	?	/	-7	/	103	-16	/	106
CC(=O)c1c(C)nc(-c2ccc(Cl)cc2)nc1NC(=O)C(C)C	12	-3	25	97	0.6	/	0	94	-9	9	95
